Assay outcomes: PubChem BioAssay, several laboratories
PAD4 FP inh = PAD4 (human) enzyme inhibition. hit rate 0.41% among 330,000. Q9UM07. inhibition, % at 6.36 µM. recombinant PAD4, RCA probe fluorescence polarization;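 active means percent inhibition above a cutoff equal to the mean of all tested compounds plus 3 SD, cut at about 15% in these data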;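 further: 0% = PAD4 with RCA probe and DMSO and 100% = probe without PAD4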
GSTO1 counter = counter-screen for RBBP9 inhibitors: inhibitors of human GSTO1. P78417. recombinant GSTO1, activity-based probe fluorescence polarization. inhibition, % at 5.96 µM. hit rate 1.1% among 300,000. AID 1974;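 active means inhibition above the campaign mean inhibition plus 3 SD, cut at about 35% in these data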;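 further: 0% = GSTO1-1 with DMSO and 100% = wells lacking GSTO1-1 enzyme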
Target sequence (P78417 whole entry, looked up): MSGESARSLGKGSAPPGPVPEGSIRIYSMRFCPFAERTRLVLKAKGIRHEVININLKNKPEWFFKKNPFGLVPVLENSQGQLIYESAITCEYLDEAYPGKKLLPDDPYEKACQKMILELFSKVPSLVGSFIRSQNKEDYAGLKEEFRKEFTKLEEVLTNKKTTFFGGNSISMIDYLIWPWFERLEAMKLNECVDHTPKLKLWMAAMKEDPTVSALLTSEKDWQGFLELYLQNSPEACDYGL
TPT1 inh = inhibitors of Candida albicans tRNA 2'-phosphotransferase TPT1; recombinant caTPT1, FP RNA substrate dephosphorylation; inhibition, % at 5 µM; hit rate 0.81% among 300,000;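 active means inhibition above the mean of all tested compounds plus 3 SD, set per screening campaign, cut at about 24% in these data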;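 further: plate controls were DMSO alone for no effect and ferristatin control at 100 nM for full effect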
Fam108B inh = Fam108B inhibition, counter-screen for RBBP9 inhibitors; AID 1947; inhibition, % at 9.51 µM; hit rate 0.33% among 300,000; recombinant Fam108B, FP-Rh probe fluorescence polarization;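 active means inhibition above the screen mean inhibition plus 3 SD, computed separately per campaign, cut at about 18% in these data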;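 further: inhibitors lower polarization as less probe binds the enzyme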
MCL1-BIM inh = MCL1-BIM-BH3 interaction inhibition (human); inhibition, % at 10.9 µM; hit rate 0.68% among 320,000; AID 2057; GST-MCL1 / FITC-Bim-BH3 fluorescence polarization;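 active means inhibition above the mean inhibition of all tested compounds plus 3 SD, set per campaign, cut at about 40% in these data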;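 further: 0% = DMSO wells and 100% = unlabeled Bim-BH3 peptide control; higher means more loss of mP so more displacement of Bim peptide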
BCLXL inh = inhibitors of human Bcl-xL. inhibition, % at 10.9 µM. Q07817. AID 2129. GST-Bcl-xL / FITC-Bim BH3 peptide fluorescence polarization. hit rate 0.7% among 320,000;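 active means inhibition above the mean of all tested compounds plus 3 SD, cutoff set per campaign, cut at about 30% in these data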;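 further: 0% = DMSO wells and 100% = unlabeled Bim-BH3 peptide competitor; inhibitors lower millipolarization by displacing the labeled peptide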
Target sequence (Q07817 whole entry, looked up): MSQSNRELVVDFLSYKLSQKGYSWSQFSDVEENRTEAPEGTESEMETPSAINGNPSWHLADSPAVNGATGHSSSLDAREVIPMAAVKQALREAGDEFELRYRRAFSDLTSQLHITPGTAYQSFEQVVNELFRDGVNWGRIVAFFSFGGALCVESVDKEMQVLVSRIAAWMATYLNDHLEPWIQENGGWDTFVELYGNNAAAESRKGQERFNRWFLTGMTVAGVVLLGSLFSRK
PME-1 primary = PME-1 (human) inhibition. recombinant PME-1, FP-Rh probe fluorescence polarization. inhibition, % at 5.9 µM. hit rate 0.53% among 320,000;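 active means inhibition above the campaign mean of all compounds plus 3 SD, cut at about 26% in these data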;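 further: competitive labeling of PME-1 active site by serine hydrolase directed probe; 0% = PME-1 with DMSO and 100% = wells lacking PME-1 enzyme; inhibitors block probe labeling so polarization falls and inhibition rises; many of its hits are not listed in these tables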
MEX-5 binding = C. elegans MEX-5 TCR-2 RNA binding activity; activity score (negative = inhibition of binding), % at 10 µM; Q9XUB2; AID 1832; hit rate 0.38% among 300,000; MEX-5/FITC-TCR2 RNA binding, fluorescence polarization; active compounds read low;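 active means inhibition past about -25% in most replicates, and total fluorescence under double the plate's negative control median, limit read from the data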;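 further: 0% = DMSO and -100% = 5 µM competing unlabeled TCR2 RNA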
GLD-1 TGE inh = GLD-1-TGE RNA interaction inhibition (C. elegans) | purified GLD-1 + fluorescein TGE RNA, fluorescence polarization | AID 2280 | inhibition, % at 5.96 µM | hit rate 0.44% among 320,000;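 active means percent inhibition above a per-plate cutoff, the plate mean of test compounds plus 3 SD, cut at about 30% in these data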;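 further: 0% = DMSO wells with GLD-1 and probe and 100% = wells lacking GLD-1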
Target sequence (Q17339 whole entry, looked up): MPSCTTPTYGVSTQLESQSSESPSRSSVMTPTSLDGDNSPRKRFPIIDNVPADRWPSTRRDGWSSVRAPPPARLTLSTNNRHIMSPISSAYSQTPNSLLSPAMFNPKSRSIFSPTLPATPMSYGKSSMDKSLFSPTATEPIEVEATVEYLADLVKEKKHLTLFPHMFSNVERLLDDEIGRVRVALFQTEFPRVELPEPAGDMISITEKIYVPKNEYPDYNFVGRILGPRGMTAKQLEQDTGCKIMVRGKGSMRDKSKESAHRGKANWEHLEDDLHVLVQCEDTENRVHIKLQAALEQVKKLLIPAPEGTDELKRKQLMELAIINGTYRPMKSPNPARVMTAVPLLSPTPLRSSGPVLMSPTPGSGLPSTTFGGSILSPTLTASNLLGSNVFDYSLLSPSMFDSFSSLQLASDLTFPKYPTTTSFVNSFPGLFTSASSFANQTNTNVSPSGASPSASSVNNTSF
* = called active by the depositor; . = no result given. Not all compounds are listed; the hit share may differ from the screen's.

SMILES | PAD4 FP inh | GSTO1 counter | TPT1 inh | Fam108B inh | MCL1-BIM inh | BCLXL inh | PME-1 primary | MEX-5 binding | GLD-1 TGE inh
O=C(NNC(=O)c1ncc(Cl)c(Cl)c1Cl)c1ccc(F)cc1 | 0 | 6 | 0 | 1 | -3 | -1 | -5 | -1.7 | 0
O=C(CNS(=O)(=O)c1ccc2ccccc2c1)OCc1csc(-c2ccccc2)n1 | -4 | 18 | -2 | -5 | -15 | -3 | -4 | 0.0 | 4
O=c1[nH]cnc2c1sc1nc(-c3ccccc3)c3c(c12)CCCC3 | -1 | -2 | 1 | 4 | 4 | 0 | 7 | -4.0 | -11
O=c1c(-c2nnc(SCc3ccc(Cl)cc3)o2)cccn1Cc1ccccc1 | -3 | 3 | -1 | -4 | 3 | -3 | 10 | -1.3 | 0
CCOC(=O)C(=CNc1ccc(N2CCOCC2)cc1)C(=O)OCC | -3 | 0 | 0 | 2 | 0 | 2 | 4 | 1.2 | -2
CC(C(=O)N(C)C)N(C#N)c1nc(N(C)C)nc(N(C)C)n1 (stereo not drawn) | 5 | 7 | -1 | 1 | -5 | 1 | -1 | 0.0 | 8
Cn1cccc1C(=O)N1CCN(S(=O)(=O)c2ccccc2)CC1 | 0 | 10 | 2 | -1 | 3 | 2 | -4 | -2.3 | -3
C/C(=N\OCC(=O)OCC(=O)N(C)c1ccccc1)c1ccc2c(c1)OCO2 | 2 | . | . | . | 12 | 3 | -2 | . | -5
Cc1cc(C)c2[nH]c(=O)c(C(c3nnnn3Cc3ccc4c(c3)OCO4)N3CCC(C)CC3)cc2c1 (stereo not drawn) | -4 | 1 | 0 | 2 | 10 | 1 | 7 | -1.5 | -4
Cc1cc(-c2ccc(Cl)cc2)n2nc(C)cc2n1 | -7 | 2 | -2 | -4 | 2 | 0 | 6 | -1.2 | 5
CCOc1ccc(CCNC(=O)c2sc3nc4n(c(=O)c3c2C)CCC4)cc1 | -1 | 4 | -4 | 0 | -3 | 1 | 7 | 1.3 | -6
Cc1cc(NC(=O)CC(C)C)c(=O)n(Cc2ccccc2F)c1 | 2 | 5 | 4 | -2 | 7 | 1 | -3 | -0.9 | 3
COc1ccc(Cl)cc1-n1c(=S)sc2c(=O)[nH]c(SCC(=O)NCC3CCCO3)nc21 (stereo not drawn) | 4 | -77 | 1 | -2 | 6 | 2 | 3 | . | -1
N#Cc1nc(-c2ccc(Cl)cc2)oc1NCCc1ccccn1 | 1 | 7 | -3 | 2 | 3 | 2 | 8 | -1.8 | 5
COc1ccc(OC)c(CNS(=O)(=O)c2cc(CN3C(=O)c4cccnc4C3=O)ccc2OC)c1 | -1 | 0 | -3 | 0 | 7 | 1 | 1 | 3.2 | 3
COc1ccc(-n2c(C)n[nH]c2=O)cc1OC | 9 | 0 | 1 | 2 | 4 | 6 | 4 | 0.2 | 1
CCCN1CCC(=O)N(CCO)CC1 | 0 | 9 | -3 | 0 | 8 | 9 | -3 | -2.1 | 1
COc1ccc(-c2csc(N(CCCN(C)C)C(=O)c3cc(OC)c(OC)c(OC)c3)n2)cc1 | -3 | 5 | 3 | 5 | 2 | 3 | 1 | -0.4 | 2
CCOC(=O)c1sc(N)nc1-c1ccccc1 | -2 | -9 | -2 | -1 | 5 | 7 | -5 | 1.8 | 4
CCC(C)NS(=O)(=O)c1cc2c3c(c1)CCN3C(=O)CC2 (stereo not drawn) | 0 | -1 | 1 | 0 | 4 | 0 | 7 | -2.7 | 0
Cc1cc(C)c(NC(=O)CS(=O)CC(=O)Nc2ccc(F)cc2F)c(C)c1 (stereo not drawn) | 4 | 1 | 4 | 1 | -2 | -1 | 5 | 0.5 | 2
O=C(CC1CCCCC1)OCn1nnc2ccccc2c1=O | 2 | 2 | 1 | 5 | -3 | 3 | -1 | 1.1 | 3
CCOC(=O)c1c(NC(=O)CSc2nnc(-c3cccc(C)c3)n2CC)sc(C(C)=O)c1C | 1 | 0 | 7 | 1 | -23 | -12 | 18 | 1.8 | -12
O=C(CCC1CCCC1)Nc1cc(C(F)(F)F)ccc1N1CCOCC1 | -1 | 12 | 2 | -3 | -3 | -4 | 1 | -2.4 | 5
CNC(=O)c1[nH]cnc1C(=O)Nc1ccccn1 | -7 | 2 | 94* | 1 | -92 | -57 | -6 | 15 | -112
Following part
SMILES | PAD4 FP inh | GSTO1 counter | TPT1 inh | Fam108B inh | MCL1-BIM inh | BCLXL inh | PME-1 primary | MEX-5 binding | GLD-1 TGE inh
COc1cc(C(=O)Nc2nnc(CC(C)C)s2)c([N+](=O)[O-])cc1OC | -10 | 7 | 1 | -1 | 9 | 3 | -1 | 1.6 | 4
Cc1ccccc1NC(=O)CCC(=O)N/N=C/c1cccnc1 | 1 | -2 | 3 | -5 | -8 | -6 | -2 | 4.3 | -5
CC1=C(C(=O)OC(C)C)C(c2cccs2)NC(=O)N1 (stereo not drawn) | -1 | 6 | 0 | -1 | 6 | 9 | 7 | . | 12
CCc1ccc(OC)c(S(=O)(=O)NCCOc2ccccc2)c1 | 1 | -1 | 2 | -3 | 0 | -4 | 0 | -2.8 | 8
COc1ccc(C(=O)C2CCCN(C(=O)c3cccs3)C2)cc1F (stereo not drawn) | -5 | 15 | -4 | 1 | 5 | 5 | 4 | . | 8
Cc1oc(C(=O)O)cc1COc1cccc2ccccc12 | 1 | 11 | -3 | -4 | 6 | 5 | -1 | -2.2 | -4
Nc1nc(-c2ccccc2)c(N=Nc2ccccc2Cl)s1 | 4 | 6 | 0 | 11 | 4 | 1 | 20 | 0.3 | 159*
Cc1ccccc1N1C(=O)C(Cl)=C(N2CCN(c3ccccc3)CC2)C1=O | 2 | 5 | -1 | -3 | 7 | 6 | 2 | -0.7 | -4
COc1cc(/C=N/NC(=O)CCc2c(C)n[nH]c2C)cc(OC)c1OC | 2 | 16 | -2 | 1 | 15 | 7 | -3 | -1.4 | 1
C=C(C)COc1ccc(-c2nc(N)nc(C(F)(F)F)c2-c2ccc(OC)cc2)c(O)c1 | -5 | 3 | 0 | 6 | -1 | 8 | 0 | 0.2 | -4
O=C(NCc1ccc2c(c1)OCO2)c1cc(-c2cc(Cl)ccc2O)n[nH]1 | -1 | 12 | 1 | -1 | 5 | 3 | 3 | 2.1 | 6
O=c1cc(-c2ccccc2)nc2c(-c3ccccc3)c(C(F)(F)F)[nH]n12 | 6 | 14 | 1 | 2 | -1 | 1 | 13 | -2.1 | 9
O=C(O)c1cccnc1C(=O)N1CCc2c([nH]c3ccccc23)C1C(F)(F)F (stereo not drawn) | -1 | -2 | 2 | 0 | 9 | 4 | 6 | -4.1 | 0
O=C(NCc1ccc(N2CCCC2=O)cc1)c1ccc(F)cc1 | -2 | -2 | -2 | -4 | 4 | -1 | 3 | 0.7 | 10
c1ccc(Cc2nc3ccccc3o2)cc1 | -2 | 4 | -2 | 0 | 0 | -2 | -1 | 0.8 | -5
O=C(Cc1n[nH]c(=O)c2ccccc12)OCC(=O)c1ccc(F)cc1 | 0 | 7 | 1 | 4 | -3 | 9 | -2 | -1.7 | 5
O=C(CSc1ccc(-c2ccc(Cl)cc2)nn1)N1CCCc2ccccc21 | 0 | 0 | -3 | -3 | 5 | 2 | 5 | 1.0 | 2
COC(CNC(=O)c1cc(C)nn1-c1ccccc1)OC | -1 | 3 | -3 | 3 | 0 | -1 | 1 | 0.5 | 3
CCOc1ccc(C(=O)COC(=O)C2CCN(c3ccc(C(F)(F)F)cn3)CC2)cc1 | -3 | 4 | 3 | -1 | -5 | -3 | -9 | 1.5 | -4
COc1ccc2cc(C(=O)N3CCOCC3)sc(=O)c2c1OC | 0 | 1 | -4 | 4 | 1 | 6 | 3 | 2.7 | -3
CCNc1nc(OCCNC(C)=O)nc(N(C)C)n1 | -2 | 0 | -1 | -1 | 4 | 9 | -2 | 0.0 | -5
COC(=O)/C=C1/SC(=NC(=O)c2cccc([N+](=O)[O-])c2)NC1=O | 1 | -8 | 2 | 3 | 12 | 16 | -1 | -1.5 | 8
CC(C(=O)NCCCn1ccnc1)(c1ccccc1)c1ccccc1 | -5 | 5 | 1 | 1 | 8 | 6 | -1 | 1.2 | 1
N#C/C(=C\c1ccc(O)cc1)C(=O)NCc1cccc(Cl)c1 | -1 | 1 | 2 | 2 | -4 | -8 | -2 | 1.4 | 6
CCO[C@H]1OC(C(=O)NCc2ccccc2)=C[C@@H](c2ccc(Br)cc2)[C@@H]1CCCO | 0 | 4 | 0 | -5 | 0 | 0 | -3 | 3.0 | 3
Going on with the list.
SMILES | PAD4 FP inh | GSTO1 counter | TPT1 inh | Fam108B inh | MCL1-BIM inh | BCLXL inh | PME-1 primary | MEX-5 binding | GLD-1 TGE inh
CCOc1cc(C(c2c(C)[nH][nH]c2=O)c2c(C)[nH][nH]c2=O)ccc1OS(=O)(=O)c1ccccc1 | -6 | -197 | 2 | 0 | 10 | 4 | 8 | -0.2 | 7
CCCCN(C)CCC(=O)Nc1ccc(C)cc1 | -3 | 2 | -4 | 5 | -6 | -6 | 0 | -0.2 | 5
Cc1ccccc1NC(=O)Cc1nc(COC(=O)c2cc([N+](=O)[O-])ccc2N)cs1 | 11 | -2 | 3 | -3 | -1 | -2 | -4 | 1.1 | -1
CN1CCN(C(=O)c2cc3ccccc3cc2O)CC1 | 4 | . | . | . | 5 | 1 | -5 | . | -1
Cc1cccc(NC(=O)c2ccc(NS(=O)(=O)c3c(C)noc3C)cc2)c1 | 5 | -7 | -3 | -1 | 0 | 0 | -7 | 0.2 | 5
CC1NC(=O)N(C)C2NC(=O)N(C)C(c3ccccc3)C12 (stereo not drawn) | 0 | 5 | 0 | 0 | -1 | 4 | 1 | 0.9 | -10
Cc1cccc(Nc2nc(-c3ccccc3)cs2)n1 | 0 | 6 | 3 | -1 | -2 | 0 | 9 | 0.1 | 12
Cc1nc(-c2ccccc2)sc1C(=O)/C=C/N(C)C | -5 | -8 | 4 | 7 | -7 | -4 | -3 | -1.5 | -9
Cc1nc(OCc2ccccc2)c2ccccc2n1 | -1 | 0 | -2 | -2 | -8 | 1 | -7 | -0.3 | 4
Nc1nnc(COc2cccc(C(F)(F)F)c2)s1 | 3 | -9 | -2 | 4 | 4 | -1 | 4 | -0.4 | 2
